Source: PubChem
KCNK9 block = human KCNK9 channel inhibition; Q9NPC2; HEK293 KCNK9, FluxOR thallium flux fluorescence; stronger effect = lower value; B-score at 10 µM; 310,000 tested, 1.2% active;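 active = ratio B-score over 3 SD below the library mean, with starting fluorescence within 5 SD of its mean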;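 also: negative B-score means less thallium flux so channel inhibition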
Target sequence (Q9NPC2 whole entry, looked up): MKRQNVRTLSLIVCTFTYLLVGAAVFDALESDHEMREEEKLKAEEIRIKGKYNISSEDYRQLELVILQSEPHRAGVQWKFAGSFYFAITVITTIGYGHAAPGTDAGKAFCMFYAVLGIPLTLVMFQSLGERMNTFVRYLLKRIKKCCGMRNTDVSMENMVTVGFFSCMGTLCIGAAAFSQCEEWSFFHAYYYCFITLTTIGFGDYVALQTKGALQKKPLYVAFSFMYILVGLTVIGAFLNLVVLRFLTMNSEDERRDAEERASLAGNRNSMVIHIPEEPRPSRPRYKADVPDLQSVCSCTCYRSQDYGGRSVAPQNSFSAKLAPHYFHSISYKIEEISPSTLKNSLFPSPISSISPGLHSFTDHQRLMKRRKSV
HDAC3 inh = blocks human histone deacetylase 3; O15379; recombinant HDAC3, fluorogenic peptide/trypsin coupled, fluorescence; inhibition, % at 8.3 µM; 320,000 tested, 0.15% active; AID 2718; in the data active = inhibition above about 26%, passing the limit was not always enough; inconclusive = no clear call, values can overlap the other calls
hERG rescue = hERG (human) protection from proarrhythmic block; Q12809; CHO-hERG, FluxOR thallium flux, dofetilide IC70 present; activation (rescue from dofetilide block), less the hit threshold, % at 10 µM; 310,000 tested, 0.51% active; AID 1511;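 active = activation above the mean of controls blocked by dofetilide plus 5 SD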;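 also: thallium influx through hERG after potassium depolarization seen as dye fluorescence rise; in these data hits start at about 4.7%; inactives centre near -7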
SKKanGAS inh = SKKanGAS growth inhibition. AID 1662. inhibition, % at 7.5 µM. 300,000 tested, 1.3% active. S. pyogenes SKKanGAS, kanamycin growth, BacTiter-Glo, 6 h;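 active = mean replicate score, as percent of positive control median, at least 50; inconclusive = mean below 50 but one replicate at or above 50; inactive = mean and every replicate below 50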;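 also: strain carries kanamycin resistance gene driven by streptokinase promoter and grows in 40 µg/ml kanamycin; loss of luminescence reflects streptokinase promoter inhibition or plain growth inhibition; 0% = median of DMSO wells and 100% = positive control at its reference dose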
RGS4 pot = potentiators or activators of RGS4 | 310,000 tested, 0.92% active | HEK293 M3R/inducible RGS4, carbachol calcium flux Fluo4; stronger effect = lower value | B-score at 10 µM;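 active = B-score of the integrated calcium signal more than 4 SD below the library mean, with starting fluorescence not abnormally high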;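 also: negative B-score means reduced calcium response which marks RGS4 activation or potentiation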
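System: HEK293 FlpIn-TREx cells, stable M3R, doxycycline-inducible RGS4. Timing: overnight RGS4 induction, 30 min dye load 37 °C, 20 min compound RT. Also added: carbachol, ECmax concentration. Measured by: Fluo4 fluorescence kinetic imaging of calcium. Evaluation: integrated calcium ratio converted to B score.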
RGS4 block = human RGS4 inhibition | P49798 | HEK293 M3R/RGS4 inducible, Fluo-4 calcium flux; stronger effect = higher value; triggered by carbachol at its EC20 | B-score at 10 µM | 310,000 tested, 0.45% active;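 active = B-score, a plate-corrected calcium signal, over three deviations above library mean, with baseline fluorescence within five deviations of library mean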;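 also: RGS4 expression induced by doxycycline in cells with stable M3 receptor; B-score is computed from the integrated fluorescence ratio over baseline after carbachol; higher B-score means a larger calcium signal and so more RGS4 inhibition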
Target sequence (P49798 whole entry, looked up): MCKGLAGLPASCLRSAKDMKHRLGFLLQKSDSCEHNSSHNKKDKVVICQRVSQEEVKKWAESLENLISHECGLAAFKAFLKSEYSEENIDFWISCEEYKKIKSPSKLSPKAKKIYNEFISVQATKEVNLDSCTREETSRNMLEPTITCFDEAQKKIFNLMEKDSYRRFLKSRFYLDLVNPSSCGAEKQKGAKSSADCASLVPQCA
KCNQ1 inh = inhibitors of human KCNQ1 potassium channel; P51787; CHO-K1 KCNQ1, FluxOR thallium flux fluorescence; stronger effect = higher value; B-score at 10 µM; 310,000 tested, 1.3% active;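 active = compounds whose thallium flux B-score, printed positive for inhibition, exceeds three library SD while starting fluorescence stays within three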;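 also: channel opened by potassium depolarization with thallium stimulus after 20 min compound exposure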
ANO1 block = mouse TMEM16A channel inhibition, primary screen; HEK293 TMEM16A/YFP iodide influx fluorescence, ionomycin; Q8BHY3; 310,000 tested, 1.2% active; normalized B-score (activity score, 25-100; higher = stronger inhibition) at 10 µM;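 active = ratio plate-corrected score three or more library SD toward inhibition, starting fluorescence score within five deviations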;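 also: score derived from kinetic fluorescence span divided by baseline fluorescence per well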
ANO1 activ = activators or potentiators of mouse TMEM16A chloride channel; AID 623877; Q8BHY3; B-score at 10 µM; HEK293 TMEM16A/YFP-H148Q/I152L, iodide quench fluorescence; stronger effect = lower value; 340,000 tested, 0.3% active;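 active = fluorescence-ratio B-score plate-corrected deviation score at least 3 library SD below zero, with starting fluorescence score within 5 deviations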;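 also: channel opened by trigger with iodide after compound preincubation; score built on the fluorescence ratio of max minus min over baseline; more negative score means more quench and so TMEM16A activation or potentiation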
KCNK3 block = human KCNK3 channel inhibition, primary screen | B-score at 10 µM | 340,000 tested, 0.84% active | CHO-KCNK3 thallium flux, FluxOR fluorescence; stronger effect = lower value;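 active = B-score under library mean minus 4 SD, starting fluorescence ratio at most library mean plus 5 SD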;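 also: more negative B-score means stronger inhibition of thallium flux through KCNK3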
Target sequence (O14649 whole entry, looked up): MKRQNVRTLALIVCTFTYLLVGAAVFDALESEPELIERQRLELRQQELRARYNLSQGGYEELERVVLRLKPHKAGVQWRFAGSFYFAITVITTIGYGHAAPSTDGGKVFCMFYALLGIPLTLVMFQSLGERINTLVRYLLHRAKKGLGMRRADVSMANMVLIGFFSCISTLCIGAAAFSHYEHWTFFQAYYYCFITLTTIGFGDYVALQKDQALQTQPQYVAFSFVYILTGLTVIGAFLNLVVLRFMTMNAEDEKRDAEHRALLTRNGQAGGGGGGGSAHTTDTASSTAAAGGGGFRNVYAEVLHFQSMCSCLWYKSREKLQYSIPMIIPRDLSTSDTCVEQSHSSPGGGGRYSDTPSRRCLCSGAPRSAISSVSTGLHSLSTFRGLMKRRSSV
KCNQ1 act = potentiators or activators of human KCNQ1 potassium channel. B-score at 10 µM. P51787. 310,000 tested, 0.35% active. CHO-K1 KCNQ1, thallium flux FluxOR fluorescence; stronger effect = higher value;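 active = fluorescence ratio B-score, a plate-corrected score, at least three library SD, with initial intensity B-score within 5 SD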
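Assay system: CHO-K1 cells stably expressing KCNQ1. Medium: assay buffer for compound exposure, DMSO matched across wells. Timing: 37 °C overnight plating, 90-min dark dye load, 20-min compound pretreatment. Signal: kinetic FluxOR fluorescence, 10 s baseline plus 110 s post-stimulus.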
* marks the source's active call; other numbers are inactive results; i = inactive; ? = inconclusive; · = not tested or not shown.

SMILES | KCNK9 block | HDAC3 inh | hERG rescue | SKKanGAS inh | RGS4 pot | RGS4 block | KCNQ1 inh | ANO1 block | ANO1 activ | KCNK3 block | KCNQ1 act
O=S(=O)(CCSc1ccc(C(F)(F)F)cn1)c1ccc(Cl)cc1 | i | 9 | -8 | -6 | i | i | i | i | i | i | i
CC(CCn1cccn1)NC(=O)c1cc(COc2ccc(F)cc2F)on1 (configuration not stated) | i | 11 | -5 | -8 | i | i | i | i | i | i | i
N#CCn1c2ccccc2c2nc3ccccc3nc21 | i | 1 | -5 | 6 | i | i | i | i | i | i | i
Nn1c(SCC(=O)Nc2ccc(Oc3ccccc3)cc2)nnc1C1CC1 | i | 7 | -8 | -4 | i | i | i | i | i | i | i
NC(=O)c1cccc2c(=O)oc3ccccc3c12 | i | 5 | -9 | 6 | i | i | i | i | · | i | i
Cc1ccc(-c2nnn(CCC(=O)NC(C)(C)C)n2)cc1 | i | -3 | -14 | 0 | i | i | i | i | i | i | i
O=C(NCCCN1CCN(c2cccc(Cl)c2)CC1)C1CCC(=O)N1Cc1ccccc1Cl (configuration not stated) | i | · | -9 | -5 | i | i | i | · | i | i | i
COc1ccc(C(=O)NCc2nnc(SC)n2Cc2ccccc2)cc1 | i | 0 | -4 | -2 | i | i | i | i | i | i | i
Nc1c([N+](=O)[O-])cc(-c2cnc[nH]2)cc1[N+](=O)[O-] | i | -10 | -15 | -6 | i | i | i | i | i | i | i
COc1ccc(/C=C/C(=O)Nc2ccccc2)cc1S(=O)(=O)N1CCOCC1 | i | 8 | -5 | -7 | i | i | i | i | i | i | i
COc1ccc(-c2[nH]ncc2CN(Cc2nccn2C)C(C)C)c(F)c1 | i | 6 | -5 | -9 | i | i | i | i | i | i | i
CCN1C(=O)N(c2cccc3ccccc23)C(C)=CC1(C)C | i | 1 | -11 | 3 | i | i | i | i | i | i | i
CN(C)C(=O)c1c2c(nc3ccccc13)CCCC2 | i | 0 | 8.1* | 2 | i | i | i | i | i | i | i
O=C(O)CSc1nnc(COc2cccc3cccnc23)n1-c1ccc(Cl)cc1 | i | -4 | 0 | -1 | i | i | i | i | i | i | i
COc1ccccc1-n1c(SCC(=O)N2CCOCC2)nc(O)c(Cc2ccccc2)c1=O | i | 1 | -7 | 3 | i | i | i | i | i | i | i
CCOC(=O)/C(C#N)=C/c1c(OCC)n(CC)c2ccccc12 | i | 10 | -14 | -3 | i | i | i | 100* | i | i | i
COc1cc(/C=N/NC(=O)C[n+]2ccccc2)cc(OC)c1OC(C)=O | i | 1 | -7 | 1 | i | i | i | i | i | i | i
CSc1nc2ccccc2n1CC(=O)Nc1c(C)n(C)n(-c2ccccc2)c1=O | i | -8 | 2 | -4 | i | i | i | i | i | i | i
COc1ccc2nc(Nc3nc(CSc4nc5ccccc5[nH]4)cc(=O)[nH]3)nc(C)c2c1 | i | -1 | -11 | 31 | i | i | i | i | i | i | i
CNC(=O)NC(=O)C(C)OC(=O)CCCSc1nc2ccccc2s1 (configuration not stated) | i | -1 | -4 | 2 | i | i | i | i | i | i | i
CCOC(=O)C1CCN(C(=O)CCc2nnc3ccc(NCCCN4CCCC4=O)nn23)CC1 | i | -9 | -6 | -11 | i | i | i | i | i | i | i
CCOC(=O)/C(C#N)=C/c1cn(CCC(=O)O)nc1-c1ccc(F)cc1 | i | -1 | 4 | 1 | i | i | i | i | i | i | i
Cc1ccc(NC(=S)N(Cc2ccc(Cl)cc2)Cc2ccc(C(=O)O)cc2)cc1Cl | i | 5 | -3 | 28 | i | i | i | 25* | i | i | i
Cc1onc(-c2ccccc2)c1C(=O)Nc1nc(-c2ccc(F)c(F)c2)cs1 | i | -1 | -8 | 10 | i | i | 7* | i | i | i | i

Next part; the last 2 above are carried over.
SMILES | KCNK9 block | HDAC3 inh | hERG rescue | SKKanGAS inh | RGS4 pot | RGS4 block | KCNQ1 inh | ANO1 block | ANO1 activ | KCNK3 block | KCNQ1 act
Cc1ccc(NC(=S)N(Cc2ccc(Cl)cc2)Cc2ccc(C(=O)O)cc2)cc1Cl | i | 5 | -3 | 28 | i | i | i | 25* | i | i | i
Cc1onc(-c2ccccc2)c1C(=O)Nc1nc(-c2ccc(F)c(F)c2)cs1 | i | -1 | -8 | 10 | i | i | 7* | i | i | i | i
O=C(CN1CCN(S(=O)(=O)c2ccccc2)CC1)NCc1ccccc1 | i | 6 | -10 | -11 | i | i | i | i | i | i | i
N#CCSc1nnc(-c2ccc3c(c2)OCO3)o1 | i | 1 | -1 | -4 | i | i | i | i | i | i | i
CCOc1ccc(Nc2nc(N)nc(CN(C)C3CCCCC3)n2)cc1 | i | · | -4 | 1 | i | i | i | i | i | i | i
COc1ccc(/C=N/NC(=O)c2ccn[nH]2)cc1COc1ccc(Cl)cc1 | i | 17 | -4 | 19 | i | i | i | i | i | i | i
CCCCn1nnnc1SCC(=O)Nc1ccc2c(c1)OCCO2 | i | 0 | -9 | 1 | i | i | i | i | i | i | i
c1ccc(CNCCN2CCNCC2)nc1 | i | -2 | -13 | -11 | i | i | i | i | i | i | i
C=CCN1C(=O)CS/C1=N\S(=O)(=O)c1ccc(Cl)cc1 | i | -4 | -7 | -5 | i | i | i | i | i | i | i
COCCSc1ccccc1C(=O)N1CCCC1 | i | 2 | 0 | 5 | i | i | i | i | i | i | i
CN(Cc1nc2ccccc2c(=O)[nH]1)Cc1cc(=O)oc2ccc3ccccc3c12 | i | 14 | -16 | 13 | i | i | i | i | i | i | i
CCn1c(=O)c2c(nc(SCC(=O)N3CCC(C)CC3)n2C)n(C)c1=O | i | 0 | -8 | 0 | i | i | i | i | i | i | i
Cc1cc(C)n2cc(CSc3ccc(Cl)cc3)nc2n1 | i | -3 | -12 | -4 | i | i | i | i | i | i | i
CC(C)(C)c1n[nH]c2c1CCCC2 | i | 0 | -4 | -8 | i | i | i | i | i | i | i
CCCCc1ccc(NC(=O)CSc2nc(=O)n3cc(C)ccc3n2)cc1 | i | -2 | -7 | 3 | i | i | i | i | i | i | i
O=C1NC(=Nc2ccccc2)S/C1=C\c1cccnc1 | i | -2 | -8 | 7 | i | i | i | i | i | i | i
COc1ccc(N(C(=O)c2ccc(Br)o2)C2C=CS(=O)(=O)C2)c(OC)c1 (configuration not stated) | i | -4 | -6 | -17 | i | i | i | i | i | i | i
COc1ccc(NC(=O)c2cc([N+](=O)[O-])nn2Cc2ccccc2)c(C)c1 | i | 2 | -11 | -3 | i | i | i | i | i | i | i
COc1cccc(C(=O)OCC(=O)Nc2nnc(-c3ccccc3)o2)c1 | i | 7 | -6 | 68* | i | i | i | i | i | i | i
CCOC(=O)/C=C1\SCC(=O)N1Cc1ccc(Br)cc1 | i | 7 | -8 | -1 | i | i | i | i | i | i | i
CCn1cc(C(=O)N[C@@H](CCSC)C(=O)NCCN2CCOCC2)c(=O)c2cc3c(cc21)OCO3 | i | 1 | -6 | -4 | i | i | i | i | i | i | i
COc1cc(CN(C)CC2CCCN(CCc3ccc(F)cc3)C2)c(Cl)cc1O (configuration not stated) | i | 5 | -9 | 1 | i | i | i | i | i | -9.6* | i
CC(C)(C)NC(=O)C(c1ccco1)N(Cc1ccc2c(c1)OCO2)C(=O)c1snc(C(N)=O)c1N (configuration not stated) | i | 5 | -8 | 2 | i | i | i | i | i | i | i
O=C(NC1=NCCS1)c1cc(-c2ccccc2)nn1-c1ccccc1 | i | -9 | -13 | 51* | i | i | i | i | i | i | i
CC1CCN(C(=O)COC(=O)CSc2ccc(C(N)=O)cc2[N+](=O)[O-])CC1 | i | · | -12 | 1 | i | i | i | i | i | i | i
Cc1cccc(CN2CCN(Cc3ccco3)CC2)c1 | i | -4 | -8 | 3 | i | i | i | i | i | i | i
Cc1ccc(CN2C(=O)CCC2C(=O)NC2CC2)cc1 (configuration not stated) | i | 1 | -7 | -2 | i | i | i | i | i | i | i
CN(C(=O)c1ccc2ccccc2c1)c1ccccn1 | i | -4 | -4 | 6 | i | i | i | i | i | i | i
O=C(NCN1CCN(c2ccccc2F)CC1)c1cccnc1 | i | ? | -9 | 0 | i | i | i | i | i | i | i
O=C(Nc1ccccc1O)c1cc(S(=O)(=O)N2CCOCC2)ccc1Cl | i | -3 | -9 | -3 | i | i | i | i | i | i | i
CC(=O)Nc1ccc(SC[C@H](c2ccccc2)N2CCN(CCc3ccccc3)CCC2=O)cc1 | i | -2 | -22 | 1 | i | i | i | i | · | · | i
CCN1CCN(Cc2ccc(NC(=O)c3ccc(C)c(NC(=O)c4nccn4C)c3)cc2C(F)(F)F)CC1 | i | -12 | -5 | 1 | i | i | i | i | i | i | i
CCN(CC)CC(=O)Nc1sc2c(c1C(=O)c1ccccc1C)CCC2 | i | 1 | -7 | 9 | i | i | 8* | i | i | i | i
Cc1ccc(S(=O)(=O)NC(=O)NCc2ccccc2)cc1 | i | -1 | -17 | 7 | i | i | i | i | i | i | i
COc1ccc(-n2c(O)c(/C=N/n3cnnc3)c3ccccc3c2=O)cc1 | i | -4 | -10 | -5 | i | i | i | i | i | i | i
Cc1ccc(C)c(S(=O)(=O)N2CCCOC2CNC(=O)C(=O)NCc2cccnc2)c1 (configuration not stated) | i | 1 | -8 | -4 | i | i | i | i | i | i | i
O=C(CN(C(=O)Cn1nnc(-c2ccc(F)cc2)n1)c1ccc(F)cc1)NC1CCCC1 | i | -1 | -10 | 0 | i | i | i | i | i | i | i
CN(C)C1=NCCN1CCc1cccc(F)c1 | i | -6 | -3 | -2 | i | i | i | i | i | i | i
Cc1ccc(CNC(=O)CCC2CCCN(C(=O)CCC(F)(F)F)C2)o1 (configuration not stated) | i | 0 | -8 | -4 | i | i | i | i | i | i | i
O=C(COC(=O)/C=C/c1ccco1)NCc1ccccc1 | i | 6 | -5 | -1 | i | i | i | i | i | i | i
NS(=O)(=O)c1ccc(NC(=S)N2CCCC2)cc1 | i | · | -7 | 2 | i | i | i | i | i | i | i

This is a random part of the collection; about 6.3% have a hit in one of these screens.
